# Bioassay records (PubChem)
# ssDAF-12 act: S. stercoralis DAF-12 nuclear receptor activators, primary screen, cell-based, luminescence, HEK293, GRIP1 co-expression, lit1-tk-luc | activation, % at 6.8 µM | Nuclear hormone receptor DAF-12 (Strongyloides stercoralis) | HEK293 ssDAF-12/GRIP1 lit1-tk-luc reporter; % of 3 µM dafachronic acid response | actives 1% (n = 370,000);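 active means activation above the mean over all tested compounds plus 3 SD, cut at about 0.9% in these data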;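 further: 0% = DMSO-only wells and 100% = 3 µM delta7-dafachronic acid wells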
# hcDAF12 agonist: H. contortus DAF-12 nuclear receptor activators, primary screen, cell-based, luminescence, HEK293, lit1-tk-luc reporter; activation, % at 6.8 µM; HEK293 hcDAF-12 lit1-tk-luc reporter; 0% DMSO, 100% Δ7-dafachronic acid; actives 1.4% (n = 370,000);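 active means activation above the mean of all tested compounds plus 3 SD, cut at about 5.5% in these data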;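 further: 100% = response to 3 µM Δ7-dafachronic acid high control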
# PG9 Ab binder: binders of HIV-1 gp120 antibody PG9, primary screen, biochemical, TR-FRET; inhibition, % at 6.7 µM; TR-FRET gp120-PG9 antibody binding; AID 624416, 2012; HIV-1 gp120 / PG9 antibody interaction; actives 0.43% (n = 360,000); in the data active means inhibition above about 8.5%
# DAX1 inh-1: DAX1 (NR0B1) inhibitors, primary screen, cell-based, HEK293, Gal4-DAX1, luciferase luminescence; Nuclear receptor subfamily 0 group B member 1 (Homo sapiens), P51843; HEK293 Gal4-DAX1 luciferase reporter; inhibition, % at 6.75 µM; actives 0.99% (n = 340,000); AID 504766, 2011;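 active means inhibition above the mean over all tested compounds plus 3 SD, cut at about 4.2% in these data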;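 further: 0% = DAX1-transfected cells with DMSO and 100% = empty-vector control cells with DMSO; inhibition shows as a rise in luminescence from relieved DAX1 repression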
# FXN GAA850 act: FXN promoter activators, primary screen, cell-based, luciferase luminescence, HEK293 lucGAA850 | AID 540364, 2011 | HEK293 lucGAA850 FXN promoter luciferase reporter, 24 h; percent of 10 µM SAHA response | activation, % at 6 µM | actives 0.56% (n = 360,000);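 active means activation above the average of all compounds screened plus 3 SD, cutoff fixed separately per campaign, cut at about 7.5% in these data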;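 further: 0% = DMSO wells and 100% = 10 µM SAHA wells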
# ADAM17 inh: ADAM17 inhibitors, primary screen, biochemical, QFRET; inhibition, % at 6.95 µM; recombinant ADAM17, EDANS/DABCYL FRET peptide cleavage; actives 0.83% (n = 370,000); Disintegrin and metalloproteinase domain-containing protein 17 (Homo sapiens), P78536;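 active means inhibition above the mean of compounds lying between control limits plus 3 SD, set per campaign, cut at about 8.5% in these data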;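 further: 0% = DMSO-only wells as the low control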
# SMARCA2 act: SMARCA2 (BRM) function activators, primary screen, cell-based, luminescence, high throughput. MG213 cells, MMTV-luciferase reporter, dexamethasone, overnight. activation, % at 9.1 µM. actives 1% (n = 370,000); in the data active means activation above about 7.8%;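 further: 0% = vehicle wells and 100% = reference activator wells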
# hgDAF-12 ag: H. glycines DAF-12 receptor agonists, primary screen, cell-based, luminescence, HEK293, GAL4 fusion, UAS-luciferase; AID 687014, 2013; Nuclear hormone receptor DAF-12 (Heterodera glycines), GAL4 fusion; actives 1.8% (n = 370,000); activation, % at 6.8 µM; HEK293 GAL4-hgDAF12 UAS-luciferase reporter, agonist luminescence; normalized to butyrate control;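 active means activation above a cutoff set at the mean of all screened compounds plus 3 SD, cut at about 10% in these data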;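 further: 0% = DMSO wells and 100% = sodium butyrate wells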
# NPR1 activator: GC-A stimulated cGMP production enhancers – HEK293 GC-A cells, cGMP TR-FRET, EC30 ANP, primary screen; Atrial natriuretic peptide receptor 1 (Homo sapiens), P16066; activation, % at 10 µM; 0% at EC30 ANP, 100% saturating ANP; AID 1671463, 2021; actives 0.14% (n = 370,000); in the data active means activation above about 40%
# Target sequence (P16066 whole entry, looked up): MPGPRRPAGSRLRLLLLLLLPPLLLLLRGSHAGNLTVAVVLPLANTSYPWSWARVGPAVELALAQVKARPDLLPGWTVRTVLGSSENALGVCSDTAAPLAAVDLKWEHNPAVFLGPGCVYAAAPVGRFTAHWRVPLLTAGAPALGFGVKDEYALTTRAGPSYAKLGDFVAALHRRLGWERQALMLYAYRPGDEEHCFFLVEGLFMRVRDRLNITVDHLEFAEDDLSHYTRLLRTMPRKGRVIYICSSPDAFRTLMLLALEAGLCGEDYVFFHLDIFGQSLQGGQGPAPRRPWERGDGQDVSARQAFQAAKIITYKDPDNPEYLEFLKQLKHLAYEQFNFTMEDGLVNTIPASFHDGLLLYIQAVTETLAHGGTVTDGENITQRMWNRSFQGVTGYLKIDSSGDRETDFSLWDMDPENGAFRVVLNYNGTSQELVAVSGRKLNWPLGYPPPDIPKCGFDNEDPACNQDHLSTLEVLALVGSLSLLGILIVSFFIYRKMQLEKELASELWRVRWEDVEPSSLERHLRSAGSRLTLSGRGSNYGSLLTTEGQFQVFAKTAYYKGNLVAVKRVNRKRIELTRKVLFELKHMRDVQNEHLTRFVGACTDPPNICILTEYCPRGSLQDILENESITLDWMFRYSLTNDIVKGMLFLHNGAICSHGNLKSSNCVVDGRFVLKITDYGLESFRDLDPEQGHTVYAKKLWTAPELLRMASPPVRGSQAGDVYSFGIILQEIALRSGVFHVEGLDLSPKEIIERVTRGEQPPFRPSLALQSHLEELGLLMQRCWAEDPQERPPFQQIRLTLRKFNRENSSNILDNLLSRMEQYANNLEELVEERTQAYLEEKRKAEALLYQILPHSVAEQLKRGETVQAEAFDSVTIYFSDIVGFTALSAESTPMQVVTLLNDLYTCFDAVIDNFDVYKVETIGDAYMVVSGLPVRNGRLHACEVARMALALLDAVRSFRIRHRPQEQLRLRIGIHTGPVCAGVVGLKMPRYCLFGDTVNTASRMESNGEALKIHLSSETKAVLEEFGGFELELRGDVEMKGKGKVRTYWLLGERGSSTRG
# DAX1 inh-2: DAX1 (NR0B1) inhibitors on StAR promoter, primary screen, cell-based, luminescence, SF-1 (NR5A1), full-length DAX-1. HEK293T StAR-luciferase reporter, SF-1/DAX-1 repression relief. inhibition, % at 6.8 µM. actives 1.1% (n = 370,000). AID 652010, 2013;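 active means inhibition above the mean over all tested compounds plus 3 SD, cut at about 3.6% in these data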;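 further: 0% = DAX-1 cells with DMSO and 100% = cells lacking DAX-1 with DMSO; higher inhibition means more luminescence from relief of DAX-1 repression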
# ADAM10 inh: human ADAM10 inhibitors, primary screen, biochemical, QFRET, HTS; AID 720582, 2013; recombinant ADAM10, EDANS/DABCYL FRET peptide cleavage, 3 h; actives 0.62% (n = 370,000); inhibition, % at 7 µM; Disintegrin and metalloproteinase domain-containing protein 10 (Homo sapiens), O14672;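 active means inhibition above a per-campaign cutoff equal to the mean of compounds falling between control-based bounds plus 3 SD, cut at about 20% in these data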;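 further: 0% = DMSO wells while the 100% control is not disclosed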
# * = called active by the depositor; x = no result given.
SMILES	ssDAF-12 act	hcDAF12 agonist	PG9 Ab binder	DAX1 inh-1	FXN GAA850 act	ADAM17 inh	SMARCA2 act	hgDAF-12 ag	NPR1 activator	DAX1 inh-2	ADAM10 inh
COc1cccc2c1C(=O)c1c(O)c3c(c(O)c1C2=O)CC(O)(C(C)=O)CC3OC1CC(O)C(O)C(C)O1 (stereo not given)	-0.1	3.1	-9.6	-2.7	-5.2	-2	0	-3.5	9	-5.6	2
COc1ccnc(Oc2ccc(F)cc2)c1C(=O)N/C=N/OCc1ccc(F)cc1	-0.9	-2.0	-1.9	0.4	3.2	4	4	0.0	-5	0.1	6
Cc1cc(C)nc(NC(=O)/C=C/c2ccccc2Cl)n1	-0.7	-0.8	-4.3	1.9	0.4	3	6	1.6	-4	0.7	5
COc1ccc(N2CCN(C(=O)CN(CCc3ccccc3)S(C)(=O)=O)CC2)cc1	-2.0	-3.0	0.8	-0.1	-2.9	0	-4	0.0	-2	-1.0	-4
C[C@H](N)c1nnc(SCc2c(Cl)cccc2Cl)o1	-1.4	-1.0	1.4	-0.5	0.5	-2	-1	1.7	1	0.4	7
COc1cccc(CNC(=O)CCC2CCCN(C(=O)c3cscn3)C2)c1 (stereo not given)	-1.9	-1.2	-1.9	-0.4	0.7	-1	-5	0.9	-2	0.0	-12
CCCNC(=O)c1cc(C2CCCCN2S(=O)(=O)c2cccc3cccnc23)on1 (stereo not given)	-1.5	-1.1	-1.0	x	0.7	-5	-1	0.4	1	0.8	-13
CC(C)(C)n1nnnc1C1c2ccccc2C(=O)N1CCc1c[nH]c2ccccc12 (stereo not given)	0.1	3.9	1.2	x	x	4	-2	1.2	-7	4.2*	2
C[C@H](NC(=O)c1ccccc1)C(=O)N1CCN(c2ccccc2)CC1	-0.1	-0.5	-0.1	1.0	0.5	-6	-4	2.2	-4	-0.4	-3
Oc1ccc(Nc2nnc(-c3ccc(O)cc3)c3ccccc23)cc1	-1.8	-1.6	-2.6	-1.6	-1.6	1	-1	-1.9	-7	-1.6	1
CN1CCN(S(=O)(=O)c2ccc(N3CCN(c4ccc(O)cc4)CC3)c([N+](=O)[O-])c2)CC1	-1.5	-1.8	0.1	-2.1	1.1	0	-5	-4.2	0	-0.3	-2
Cc1cccc(/N=C/c2c(C)[nH]n(-c3ccccc3)c2=O)n1	-0.8	1.9	-1.2	4.0	-0.3	-1	0	-4.3	2	0.7	-5
COc1ccc(/C=C/C(=O)Nc2c(C)nn(C)c2C)cc1COc1ccc(Cl)cc1Br	-1.4	-1.7	-1.0	0.0	1.1	-3	-3	-1.2	7	0.0	11
COc1ccc(N2C(=O)c3cccc4cccc(c34)C2=O)cc1	-1.4	-0.8	-0.6	0.8	-0.3	0	1	1.6	9	0.1	3
CCOC(=O)C1(CCC(C)C)CC(CSc2nc3ccccc3[nH]2)OC1=O (stereo not given)	-2.3	-2.2	-0.9	-0.6	0.7	2	-3	-1.2	-1	-0.8	5
CCOC(=O)c1cnc(SC)nc1Sc1ccccc1	-1.2	-2.0	0.0	-0.3	3.2	-1	0	-1.8	-5	0.3	3
CC1=C(C(=O)Nc2ccccc2C(=O)NCc2ccccc2)SCCO1	-1.0	-4.0	-0.1	-0.9	-1.4	4	-2	0.0	2	-2.3	2
Cc1ccc2nc(-c3cccc(Br)c3)cc(C(=O)Nn3cnnc3)c2c1	-0.9	4.5	-0.1	0.6	2.4	-4	7	2.5	0	1.3	2
Cc1[nH]n(-c2ccccc2)c(=O)c1/C=N/NC(=O)COc1ccccc1[N+](=O)[O-]	-1.6	-2.4	-4.0	0.6	0.3	4	-1	-2.2	-3	-1.8	12
COc1ccccc1S(=O)(=O)Cc1ccc(C(=O)N2CCCC2)o1	-1.5	0.7	-2.4	0.8	0.5	0	2	0.2	1	0.5	2
Cc1ccc(-c2nc(-c3cccnc3)sc2CC(=O)Nc2ccc(C)c(Cl)c2)cc1	-0.8	-2.8	0.5	1.3	-0.9	1	-3	-0.3	11	-0.1	-13
Cc1ccccc1-n1nc(C)c2cc(C(=O)N3CCN(S(=O)(=O)c4ccccc4)CC3)sc21	-1.5	1.6	1.1	1.3	0.7	0	-1	0.1	3	-0.2	6
O=C(NC1CC2CCCC(C1)N2Cc1ccccc1)C1CCCCC1 (stereo not given)	-1.5	1.6	-1.7	1.1	-0.5	1	-2	-0.3	-2	1.6	-2
CCOC(=O)C1=NN2C(O)C3(C)CC(C(=O)OCC)=NN3C(O)C2(C)C1 (stereo not given)	-1.6	0.2	2.1	0.1	1.6	-6	-5	-0.4	-2	-0.3	-10

# In the list so far, these contain a Cl atom:
SMILES	ssDAF-12 act	hcDAF12 agonist	PG9 Ab binder	DAX1 inh-1	FXN GAA850 act	ADAM17 inh	SMARCA2 act	hgDAF-12 ag	NPR1 activator	DAX1 inh-2	ADAM10 inh
Cc1cc(C)nc(NC(=O)/C=C/c2ccccc2Cl)n1	-0.7	-0.8	-4.3	1.9	0.4	3	6	1.6	-4	0.7	5
C[C@H](N)c1nnc(SCc2c(Cl)cccc2Cl)o1	-1.4	-1.0	1.4	-0.5	0.5	-2	-1	1.7	1	0.4	7
COc1ccc(/C=C/C(=O)Nc2c(C)nn(C)c2C)cc1COc1ccc(Cl)cc1Br	-1.4	-1.7	-1.0	0.0	1.1	-3	-3	-1.2	7	0.0	11
Cc1ccc(-c2nc(-c3cccnc3)sc2CC(=O)Nc2ccc(C)c(Cl)c2)cc1	-0.8	-2.8	0.5	1.3	-0.9	1	-3	-0.3	11	-0.1	-13

# (listing goes on)
SMILES	ssDAF-12 act	hcDAF12 agonist	PG9 Ab binder	DAX1 inh-1	FXN GAA850 act	ADAM17 inh	SMARCA2 act	hgDAF-12 ag	NPR1 activator	DAX1 inh-2	ADAM10 inh
O=C(COc1cccc(Cl)c1)NNC(=S)Nc1ccccc1	-1.1	-0.2	-0.9	-0.5	0.3	9.8*	3	-0.5	0	0.0	13
Cn1c(=O)c2c(ncn2CC(=O)Nc2nccs2)n(C)c1=O	-1.4	0.5	-1.6	0.7	-0.2	-1	-2	1.8	0	0.6	6
Cc1ccccc1S(=O)(=O)NC(=O)C1(C)CCN1C(=O)C1(c2ccc(Cl)cc2)CCC1 (stereo not given)	-1.1	-1.1	-0.2	x	0.4	0	-1	-0.4	-3	0.4	-3
C[N+](C)(C)CC(=O)N/N=C/c1c2ccccc2cc2ccccc12	-1.2	-1.2	-14	1.0	1.3	2	5	2.5	-15	1.2	-3
CCOC(=O)Cn1c(=O)c2c(nc3n2CCCN3Cc2ccccc2)n(C)c1=O	-0.9	0.6	0.1	0.8	0.0	-6	-2	0.2	4	-0.5	-1
CN(CC(=O)O/N=C(\N)c1ccc([N+](=O)[O-])cc1)S(=O)(=O)c1ccc2ccccc2c1	-1.5	-1.5	0.7	0.1	-1.4	3	-2	-1.5	5	0.3	-2
NC(=O)CSc1nnc(CNc2cccc(Cl)c2)n1CCc1ccccc1	-1.1	-1.1	-0.6	-1.3	1.6	2	4	-4.0	-14	-0.8	-1
Cc1cc(C)c(C)c(S(=O)(=O)N[C@@H](C)C(=O)OCC(=O)NC2CCCC(C)C2C)c1C (stereo not given in full)	-1.2	-0.6	1.4	1.3	0.1	7	-2	0.0	-5	1.2	13
COc1ccc(Cl)cc1NC(=O)CN(C)C(=O)c1sccc1-c1ccccc1	-0.8	0.5	1.2	-0.1	1.0	7	3	0.3	-7	-1.2	-2
O=S(=O)(NCc1cc(-c2ccc(Cl)cc2)no1)c1ccc(Cl)cc1	-0.5	-2.2	1.4	-0.5	-0.4	-1	0	0.4	-1	-0.5	-2
Cc1ccc(S(=O)(=O)N[C@@H](C)C(=O)OCC(=O)N2c3ccccc3NC(=O)C2(C)C)cc1	-1.6	0.9	-2.8	-1.2	0.9	-2	3	-2.4	1	0.1	-5
CC12c3ccccc3C(c3ccccc31)C1C(=O)N(Cc3cccnc3)C(=O)C12 (stereo not given)	-1.4	-2.2	4.5	0.4	0.4	2	-3	-0.9	-6	0.3	-1
CC(c1nccs1)N(C)C(=O)CCc1nnc(-c2ccc(-c3ccccc3)cc2)o1 (stereo not given)	-2.8	-4.5	-0.6	-3.5	-5.9	-2	-8	-5.8	6	-1.2	-2
S=c1[nH]nc(COc2ccccc2)n1/N=C/c1ccco1	-1.3	2.7	1.0	2.0	0.1	-2	0	-1.4	0	-0.2	-5
COc1ccc(OC)c(NC(=O)c2ccc3c(=O)n(CCc4ccccc4)c(=S)[nH]c3c2)c1	-1.7	-4.4	-1.2	1.1	-3.6	2	0	-0.1	-6	-0.8	8
CC(=O)c1ccc(C(=O)N2CCCC(CCC(=O)N(C)CCc3ccccn3)C2)s1 (stereo not given)	-0.1	-0.8	0.1	1.4	1.0	1	-5	0.8	-2	-0.1	2
COc1ccccc1CNC(=O)C1CC(c2ccc([N+](=O)[O-])cc2)=NO1 (stereo not given)	-0.7	2.9	-0.3	0.2	2.2	-3	4	0.4	-2	-0.3	-5
COC(=O)c1ccc(COC(=O)CNC(=O)c2cccs2)cc1	-0.5	-0.6	-0.8	-0.4	-0.3	-1	3	2.2	1	-0.9	-10
C/C(=N\Nc1nccnc1Cl)c1ccc(O)cc1	0.8	6.5*	-1.3	0.3	3.6	-2	7	16*	1	2.0	-5
COc1cc(OC)cc(N(C(=O)CNC(=O)c2cccs2)C(C(=O)NCC2CCCO2)c2ccc(OC)c(OC)c2)c1 (stereo not given)	-1.0	-1.4	-0.9	-0.6	1.2	0	5	-3.9	2	0.1	-4

# Individual results from the results shown:
# ADAM17 inh with NC(=O)CSc1nnc(CNc2cccc(Cl)c2)n1CCc1ccccc1 → 2
# ADAM17 inh with COc1cc(OC)cc(N(C(=O)CNC(=O)c2cccs2)C(C(=O)NCC2CCCO2)c2ccc(OC)c(OC)c2)c1 (stereo not given) → 0
